Source: PubChem BioAssay (Southern Research Specialized Biocontainment Screening Center)
PhoP GFP inhibition: Inhibition of PhoP regulon, Salmonella typhi GFP reporter cells, confirmation, 4 h (AID 1850); Salmonella Typhi PhoP-promoter GFP reporter, fluorescence, 4 h; higher % means a stronger effect; actives 0.33% (n = 310,000); one-dose inhibition, % at 50 µM; IC50 in µM for titrated hits; in the data active = a potency from the dose series; inconclusive = inhibition mostly from about 25% at the one dose, without a potency; inactive = the rest, 99 in 100 with inhibition below about 19%;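 also: 0% = induced wells with vehicle and 100% = uninduced wells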
tuberculosis growth: growth inhibition of non-replicating M. tuberculosis (AID 488890) | Mycobacterium tuberculosis non-replicating, growth inhibition; higher % means a stronger effect | one-dose inhibition, % at 25 µM; IC50 in µM for titrated hits | actives 0.39% (n = 320,000); in the data active = a potency from the dose series; inconclusive = inhibition mostly from about 82% at the one dose, without a potency; inactive = the rest, 99 in 100 with inhibition below about 76%;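 also: plate controls were DMSO cells for no effect and high antibiotic wells for full effect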
H37Rv inhibition: M. tuberculosis growth inhibition, HTS (AID 449762); M. tuberculosis H37Rv growth inhibition, 7H9 media; higher % means a stronger effect; inhibition, % at 25 µM; hits with a dose series show IC50 in µM; actives 0.59% (n = 330,000); in the data active = a potency from the dose series; inconclusive = inhibition above about 70% without an active follow-up result;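 also: bacterial growth assessed after seven days of incubation; strong numbers were not always called active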
H1N1 NS1A inhibition: NS1A inhibition, H1N1 influenza, cell based functional assay (AID 504329). NS1A functional cell-based assay, percent inhibition; higher % means a stronger effect. one-dose inhibition, % at 12.5 µM; IC50 in µM for titrated hits. actives 0.3% (n = 340,000); in the data active = a potency from the dose series; inconclusive = inhibition above about 27% without an active follow-up result; also: strong numbers were not always called active
inhibitors of VEEV: inhibitors of VEEV TC-83 cytopathic effect, confirmation, Vero cells (AID 588727); actives 0.13% (n = 350,000); inhibition, % at 20 µM, or IC50 in µM where a hit was titrated; Vero cells, VEEV TC-83 cytopathic effect inhibition; higher % means a stronger effect; in the data active = a potency from the dose series; inconclusive = inhibition mostly from about 14% at the one dose, without a potency; inactive = the rest, 99 in 100 with inhibition below about 12%; also: strong numbers were not always called active
inhibitors of VEEV 10K pilot screen: also measured in inhibitors of VEEV; calls as there; inhibition, %; measured here: 10K pilot screen inhibition
Starred values were filed as active, the others as inactive; i = inactive; ? = inconclusive; nt = not tested or not shown.

Start of the data: the first five entries as a preview:
SMILES	PhoP GFP inhibition	tuberculosis growth	H37Rv inhibition	H1N1 NS1A inhibition	inhibitors of VEEV	others
Cc1[nH]c(=S)c(C#N)c(-c2ccccc2)c1C(=O)Nc1ccccc1	6%	-20%	-3%	-20%	i
CCOC(=O)N1CCN(C(=O)c2cc(COc3ccc4ncccc4c3)on2)CC1	-2%	35%	2%	-2%	0.7%
C=CCSc1nnc(NC(=O)C2CC(=O)N(Cc3ccc(C)cc3)C2)s1 (configuration not stated)	nt	20%	-3%	4%	2.9%
COc1ccccc1CC(=O)NCc1ccc2c(c1)OCO2	5%	3%	-4%	5%	2.2%
COc1ccc(N2CCN(C(=O)CCCOc3cc(=O)n(C)c4ccccc34)CC2)cc1	-6%	29%	0%	2%	3.2%

All compounds of this part (from the top)
SMILES	PhoP GFP inhibition	tuberculosis growth	H37Rv inhibition	H1N1 NS1A inhibition	inhibitors of VEEV	others
Cc1[nH]c(=S)c(C#N)c(-c2ccccc2)c1C(=O)Nc1ccccc1	6%	-20%	-3%	-20%	i
CCOC(=O)N1CCN(C(=O)c2cc(COc3ccc4ncccc4c3)on2)CC1	-2%	35%	2%	-2%	0.7%
C=CCSc1nnc(NC(=O)C2CC(=O)N(Cc3ccc(C)cc3)C2)s1 (configuration not stated)	nt	20%	-3%	4%	2.9%
COc1ccccc1CC(=O)NCc1ccc2c(c1)OCO2	5%	3%	-4%	5%	2.2%
COc1ccc(N2CCN(C(=O)CCCOc3cc(=O)n(C)c4ccccc34)CC2)cc1	-6%	29%	0%	2%	3.2%
CCCc1nn2c(=O)cc(CSCC(=O)Nc3nnc(C(C)C)s3)nc2s1	-10%	8%	-4%	9%	0.4%
COc1cccc(/C=C/C(=O)NCCc2ccc3c(c2)OCCO3)c1	2%	62%	10%	0%	0.3%
CC(=O)Oc1ccc(N(C(C)=O)S(=O)(=O)c2cccs2)cc1	-5%	8%	-2%	-4%	2.0%
Cc1ccc(CN2CCN(c3ccccn3)CC2)s1	-5%	-2%	2%	-6%	0.5%
CN(CCCNC(=O)Cn1cccc1C(=O)c1ccccc1)C1CCCCC1	-15%	-5%	-5%	-13%	0.3%
COc1cc(NC(=S)N2c3ccccc3CC2C)cc(OC)c1 (configuration not stated)	-8%	2%	1%	-7%	4.2%
CCOc1ccccc1C(=S)NC1CCCCC1	-6%	52%	11%	-1%	1.6%
O=C(Cn1cc(CNC(=O)C2CCCCC2)nn1)Nc1cc(C(F)(F)F)ccc1Cl	nt	7%	8%	-21%	0.7%
Cc1ccccc1NC(=O)c1ccc2c(O)c(S(=O)(=O)c3ccccc3)c(=O)[nH]c2c1	-2%	2%	5%	3%	1.4%
NC(=O)C1CCN(C(=O)c2cccc3ccccc23)CC1	1%	-10%	-5%	-2%	0.5%
O=[N+]([O-])c1cc(F)c(N2CCCC2)cc1Br	2%	?	?	4%	i	inhibitors of VEEV 10K pilot screen=0.0
Cc1cc(Cl)ccc1NC(=O)CCC(=O)N/N=C/c1cc([N+](=O)[O-])ccc1O	1%	52%	11%	-4%	8.2%
O=S(=O)(Nc1ccc(S(=O)(=O)N2CCCC2)cc1)c1ccccc1Br	nt	20%	-11%	-16%	1.4%
COc1ccc(Br)cc1C(=O)Nc1ccccc1-c1ccccc1	-12%	51%	?	-5%	i
COc1ccc(C(c2c(N)[nH]c(=S)[nH]c2=O)c2c(N)[nH]c(=S)[nH]c2=O)cc1	-2%	nt	2%	-16%	0.4%
Cn1cc(CN2CCCCC2C(=O)Nc2ccc(-n3cccn3)cc2)cn1 (configuration not stated)	-12%	2%	-9%	11%	4.5%
CC(=O)c1cccc(NC(=O)C2CCN(C(=O)c3ccc([N+](=O)[O-])cc3)CC2)c1	-9%	18%	10%	-4%	0.6%
Cc1nc(-c2cccnc2)sc1C(=O)Nc1cccc(C(F)(F)F)c1	0%	13%	?	6%	0.9%
O=C(NC1CC2CCC1C2)C1CCN(S(=O)(=O)c2ccc(-c3nn[nH]n3)cc2)CC1 (configuration not stated)	-1%	-1%	-1%	-4%	i
CN(C)C1=NCCN1CCC1CCCC1	4%	1%	-5%	-10%	0.3%
COc1ccc(/C=C/C(=O)c2cc(F)ccc2OC(=O)c2ccccc2)cc1OC	0%	15%	4%	10%	11%
COc1ccccc1NC1(C#N)CCCCC1	-6%	-5%	8%	-2%	0.1%
CC1CCN(CCCNC(=O)COc2cc(=O)n(C)c3ccccc23)CC1	19%	1%	-4%	-5%	3.2%
CCCCC1=CC2=CC(=O)C(C)(OC(=O)c3ccc(Cl)nc3)C(=O)C2=CO1 (configuration not stated)	-7%	8%	2%	nt	nt
CCN(CC)CCCNC(=O)C1c2ccccc2Oc2ccccc21	-11%	5%	7%	-7%	0.6%
Fc1ccccc1Cc1noc(CN2CCN(c3ccc(Cl)cn3)CC2)n1	4%	34%	11%	7%	0.2%
COc1ccc(NC(=O)c2ccc3c(c2)S(=O)(=O)N=C2CCCCCN23)cc1S(N)(=O)=O	nt	nt	nt	-9%	1.1%
CCCCN(C)C(=O)c1ccc(S(=O)(=O)N2CCOCC2)cc1	25%	-18%	-8%	1%	1.0%
COc1ccc(C2C3=C(CC(C)(C)CC3=O)Nc3c2c(=O)n(C)c(=O)n3C)cc1OC (configuration not stated)	3%	3%	-2%	0%	i
OCC1CCCN1C(=S)Nc1ccccc1 (configuration not stated)	-5%	0%	-6%	14%	i
O=C(Nc1ccccc1)N1CCC(n2c(=O)[nH]c3ccccc32)CC1	-4%	-13%	-10%	12%	i
Cc1cccc(NC(=O)CSCC(=O)N2CCCc3ccccc32)c1	-8%	18%	-6%	-3%	1.9%
C=CCn1c(SCC(=O)N2CCc3ccccc3C2)nc2sc(C)c(C)c2c1=O	-11%	37%	-14%	-7%	6.1%
Cc1cc(Br)ccc1N=C1NC(=O)CS1	0%	13%	0%	-7%	2.3%
COC(=O)c1ccccc1NC(=O)c1cc2sccc2n1C	10%	18%	3%	-3%	5.3%
Cc1cc(=O)n(Cc2ccc(OC(C)C)cc2)c(=S)[nH]1	11%	29%	4%	8%	0.0%
Cc1ccc(/C=N/NC(=O)c2sccc2OCc2ccc(F)cc2)cc1	-23%	8%	3%	3%	5.9%
CC(=O)N/N=C(\C)c1ccc(Br)cc1Br	4%	5%	3%	0%	i
CCCCCCCCC(=O)NCCOc1ccccc1	-7%	-10%	12%	-8%	0.3%
CN(CC(=O)Nc1ccccc1Br)C(=O)CNC(=O)C1CCCCC1	nt	-7%	3%	-11%	0.6%

Arranged by length of the SMILES (falling): 3 of the compounds above.
SMILES	PhoP GFP inhibition	tuberculosis growth	H37Rv inhibition	H1N1 NS1A inhibition	inhibitors of VEEV	others
COc1ccc(C2C3=C(CC(C)(C)CC3=O)Nc3c2c(=O)n(C)c(=O)n3C)cc1OC (configuration not stated)	3%	3%	-2%	0%	i
CCCCN(C)C(=O)c1ccc(S(=O)(=O)N2CCOCC2)cc1	25%	-18%	-8%	1%	1.0%
COC(=O)c1ccccc1NC(=O)c1cc2sccc2n1C	10%	18%	3%	-3%	5.3%

The results go on.
SMILES	PhoP GFP inhibition	tuberculosis growth	H37Rv inhibition	H1N1 NS1A inhibition	inhibitors of VEEV	others
C=CCn1c(=O)c2ccccc2n2c(SCC(=O)O)nnc12	-5%	-15%	-6%	-13%	1.1%
CCOC(=O)c1cnc2ccc(C)cc2c1NCCN1CCOCC1	-136%	5%	3%	-11%	0.6%
CS(=O)(=O)N1CCC(C(=O)Nc2ccc(C(N)=O)cc2)CC1	-5%	-14%	-7%	-1%	2.1%
COc1cc(C(C)=O)ccc1OCC(O)Cn1nc(C)c(C(C)=O)c1C (configuration not stated)	2%	-14%	-5%	-2%	1.2%
COc1ccc(C(=O)N/C(=C\c2ccc(SC)cc2)C(=O)NCCCn2ccnc2)cc1OC	nt	9%	3%	-10%	1.5%
COc1ccc(N2CCN(C(=O)c3ccc4c(=O)n(Cc5ccc6c(c5)OCO6)c(=O)[nH]c4c3)CC2)cc1	-5%	7%	0%	11%	i
Cn1c(=O)c2ccccc2n(CC(=O)N2CCCc3ccccc32)c1=O	-8%	-7%	4%	12%	0.7%
CC1CCCCC1NC(=O)COC(=O)c1cccn1C (configuration not stated)	nt	2%	-4%	-5%	i
COc1ccc(-c2nnc(NC(=O)C3CCCN3S(=O)(=O)c3cccs3)o2)cc1 (configuration not stated)	4%	-12%	-4%	-5%	5.5%
CC(C)CC(NC(=O)CCC(=O)OCC(=O)[C@@]1(O)CCC2[C@@H]3CCC4=CC(=O)C=C[C@]4(C)C3[C@@H](O)C[C@@]21C)C(=O)O (some centres not stated)	-12%	-18%	0%	-6%	1.5%
Cc1ccccc1CN1Cc2cnnn2-c2ccccc2C1C#N (configuration not stated)	nt	nt	nt	-13%	8.5%
COCC(=O)N1CCC(Oc2ccc(C(=O)N[C@H](C(=O)OC)C(C)C)cc2)CC1	-3%	0%	1%	-6%	0.9%
Nc1nnc(SCCN2C(=O)c3ccccc3C2=O)s1	-5%	15%	-1%	2%	1.7%
O=C(NCCCCCCNC(=O)c1cccs1)c1cccs1	-6%	4%	2%	3%	0.3%
CCn1c(SCC(=O)N/N=C/c2ccc(OC)c(OC)c2)nc2ccccc21	2%	5%	-9%	2%	4.2%	inhibitors of VEEV 10K pilot screen=2.2
O=C(CC(c1ccco1)S(=O)(=O)c1ccccc1)c1ccccc1 (configuration not stated)	-14%	73%	7%	-4%	1.7%
CC1=NN(c2ccccc2)C(=O)C1/C=C1\C(=O)NC(=O)N(c2ccc(C)c(C)c2)C1=O (configuration not stated)	1%	-5%	1%	-7%	0.0%
COc1cc(SC)ccc1C(=O)Nc1ccccc1C#N	1%	-2%	-3%	2%	0.6%
Cc1cc(SCC(=O)NN=C2CCN(C(C)C)CC2)c(C)cc1Br	3%	-4%	2%	3%	i
Cc1cc(Cl)ccc1C(=O)C1CCCN(C(=O)c2nonc2C)C1 (configuration not stated)	7%	11%	7%	-7%	1.4%
CCCn1cc(C(=O)OCC)c(=O)c2cc(F)c(F)cc21	3%	-12%	1%	nt	2.2%
Cc1cccc(NC(=O)CSc2nccn2C)c1	4%	-3%	-1%	-7%	1.9%
COc1ccc(C(=O)N/C(=C/c2cccnc2)C(=O)N2CCN(C)CC2)cc1OC	-31%	-15%	8%	11%	2.8%
COc1ccc(NC(=O)[C@@H]2CCCN2C(=O)c2cccs2)cc1S(=O)(=O)N1CCCCC1	nt	19%	-9%	-5%	3.6%
CCC(C)N(C(=O)CSc1nc2ccc(OC)cc2[nH]1)C1CCS(=O)(=O)C1 (configuration not stated)	1%	-15%	-4%	-9%	2.4%
CC(=O)Cn1c(CN2CCCC2)nc2ccccc2c1=O	-18%	4%	1%	-10%	1.1%
Oc1cccc(-c2nc3c4c(ncn3n2)-c2ccccc2CC42CCCC2)c1	6%	2%	57%	0%	i
Cc1ccc(C(=O)C2CN3CCC2CC3)cc1 (configuration not stated)	-1%	-3%	-1%	-16%	4.5%
CC(C)NC(=NCc1ccc(Cl)cc1Cl)Nc1ccccc1	-6%	29%	-4%	22%	1.4%
CNc1snc(C)c1C(=O)OCC(=O)N(C)c1ccccc1	nt	16%	-3%	-9%	1.1%
COc1ccc(Br)cc1C(=O)Nc1ccccc1N1CCN(C(=O)c2ccccc2)CC1	-1%	71%	66%	-4%	5.8%
COc1ccc(NC(=O)/C(Cl)=C(/Cl)S(=O)Cc2ccc(Cl)cc2)cn1 (configuration not stated)	nt	nt	nt	0%	i
Cn1c(=O)n(Cc2ccc(F)cc2)c(=O)c2c1nc1n2CCN1Cc1ccco1	4%	6%	-2%	0%	4.9%
Cc1cc(NC(=O)c2cc(S(=O)(=O)N3CCCCC3)ccc2C)no1	nt	13%	-4%	-5%	i
CC1CCc2[nH]nc(C(=O)O)c2C1 (configuration not stated)	-4%	5%	2%	0%	0.8%
O=C(CS(=O)(=O)c1ccccc1)Nc1cccnc1	-7%	-12%	5%	-11%	2.1%
Cc1sc2nc(CN3CCOCC3)nc(NS(=O)(=O)c3ccc4c(c3)OCCO4)c2c1C	3%	31%	-1%	6%	6.7%
Cc1ccccc1N(CC(=O)NC1CCCC1)C(=O)c1oc(C(C)(C)C)cc1C	8%	-4%	-9%	-1%	i
Cc1ccc(NC(=O)c2cnn(C)c2)cc1[N+](=O)[O-]	3%	30%	-4%	3%	1.1%
Cc1ccc(OCCCC(=O)Nc2ccccc2C(F)(F)F)cc1	-4%	nt	-2%	-6%	0.8%
Cc1cc(C)cc(NC(=O)CSc2nc(N)c(NC(=O)c3ccc(Br)o3)c(=O)[nH]2)c1	-1%	-14%	-21%	-12%	2.0%
